# AmpC no deterg: qHTS Inhibitors of AmpC Beta-Lactamase (assay without detergent). AmpC nitrocefin hydrolysis, absorbance 480 nm, 0.0001% Triton. P00811. AID 485341, 2010. Potency, µM (doses to about 57.1 µM), without a hit: at the top dose activity change, negative = inhibition, hits mostly inhibitors. 0.52% of 330,000 active;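 note: potency is the fitted concentration of half-maximal effect; plate controls were no compound for no effect and no enzyme for full effect; nearly all actives have a fitted effect of over 20% in size; some results filed as inactive show a strong effect at the top dose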
# Target sequence (P00811 whole entry, looked up): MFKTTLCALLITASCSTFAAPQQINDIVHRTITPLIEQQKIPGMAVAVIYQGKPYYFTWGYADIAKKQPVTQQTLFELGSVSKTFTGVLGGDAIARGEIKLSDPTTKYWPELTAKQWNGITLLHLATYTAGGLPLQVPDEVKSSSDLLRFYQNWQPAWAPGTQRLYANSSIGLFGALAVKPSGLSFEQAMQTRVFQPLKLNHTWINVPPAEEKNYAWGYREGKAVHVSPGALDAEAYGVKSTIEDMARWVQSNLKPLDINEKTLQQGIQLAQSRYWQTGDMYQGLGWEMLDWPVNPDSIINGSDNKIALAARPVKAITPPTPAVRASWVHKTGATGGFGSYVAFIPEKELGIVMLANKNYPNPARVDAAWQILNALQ
#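 20 mM phosphate pH 7.0 + 0.01% (detergent screen) or 0.0001% Triton X-100; 5.3 nM AmpC reagent; cpd preinc 15 min RT; nitrocefin (800 uM stock) to start; A480 q20 s × 4 min; Activity was normalised to no-enzyme and no-compound control wells.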
# Shiga inhibitor: A qHTS for Small Molecule Inhibitors of Shiga Toxin. AID 2315, 2010. 9.2% of 290,000 active. Vero cells, Shiga toxin protein synthesis inhibition reporter. inhibition, % at 38.7 µM; in the data active = inhibition mostly above about 28%, no sharp cut-off; inactive = mostly below about 43%; note: 0% is about no effect
# TbPYK inhibitor: qHTS of Trypanosoma Brucei Inhibitors | pyruvate kinase (Trypanosoma brucei), Q57TT1 | TbPYK enzyme, Kinase-Glo Plus ATP luminescence, 45 min | Potency, µM (highest dose often 76.8 µM), without a hit: at the highest dose activity, negative = inhibition, actives largely listed as inhibitors | 0.12% of 410,000 active | AID 624173, 2012; note: potency is the fitted concentration of half-maximal effect; % is set by controls: 0 for no effect and ±100 for the full control effect; nearly all actives have a fitted effect of over 50% in size
#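 TbPYK + substrate in 50 mM TEA pH 7.2, 100 mM KCl, 10 mM MgCl2, 0.05% BSA, 0.01% Tween-20; cpd pinned; ADP 130 uM final; 45 min RT; Kinase-Glo Plus 10 min; luminescence endpoint.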
# Cycloheximide cs: Cycloheximide Counterscreen for Small Molecule Inhibitors of Shiga Toxin | cell reporter, cycloheximide protein synthesis inhibition counterscreen | max response, % | 12% of 300,000 active; in the data active = max response mostly above about 13%, no sharp cut-off; inactive = mostly below about 14%; note: read at 38.3 µM for the half of the compounds with a filed dose; 0% is about no effect
# Pf growth 48h: Primary qHTS for delayed death inhibitors of the malarial parasite plastid, 48 hour incubation; P. falciparum luciferase growth in erythrocytes, 48 h; Potency, µM (top dose mostly 28.7 µM), without a hit: at the highest dose activity change, negative = inhibition, hits mostly inhibitors; 5.9% of 310,000 active; note: potency is the fitted concentration of half-maximal effect; % is set by controls: 0 for no effect and ±100 for the full control effect
#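 Compounds are pin-transferred into medium, infected erythrocytes (2% hematocrit, 0.1% parasitemia final) are added, and plates sit one parasite generation at 37 C in 5% CO2. Detection reagent is then added and luminescence measured.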
# Pf growth 96h: Primary qHTS for delayed death inhibitors of the malarial parasite plastid, 96 hour incubation. P. falciparum luciferase reporter growth, 96 h. Potency, µM (highest dose often 28.7 µM), inactives show top-dose activity change, negative = inhibition, most hits filed as inhibitors. 6.9% of 320,000 active. AID 504834, 2011; note: potency is the fitted concentration of half-maximal effect; % is set by controls: 0 for no effect and ±100 for the full control effect
#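 Plates of compound plus infected erythrocytes (2% hematocrit, 0.05% parasitemia final) incubate 96 hours, 37 C, 5% CO2. Detection reagent added; reduced luminescence from the parasites' luciferase reporter flags inhibition.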
# LmPK inh: qHTS Assay for Inhibitors of Leishmania Mexicana Pyruvate Kinase (LmPK). Q27686. purified LmPK, Kinase-Glo ATP luminescence, 1 h. Potency, µM (titrated, usually from 57.5 µM), for the others: at the highest dose activity change, negative = inhibition, hits mostly inhibitors. 0.37% of 290,000 active. AID 1721, 2009; note: potency is the fitted concentration of half-maximal effect; % is set by controls: 0 for no effect and ±100 for the full control effect
# Target sequence (Q27686 whole entry, looked up): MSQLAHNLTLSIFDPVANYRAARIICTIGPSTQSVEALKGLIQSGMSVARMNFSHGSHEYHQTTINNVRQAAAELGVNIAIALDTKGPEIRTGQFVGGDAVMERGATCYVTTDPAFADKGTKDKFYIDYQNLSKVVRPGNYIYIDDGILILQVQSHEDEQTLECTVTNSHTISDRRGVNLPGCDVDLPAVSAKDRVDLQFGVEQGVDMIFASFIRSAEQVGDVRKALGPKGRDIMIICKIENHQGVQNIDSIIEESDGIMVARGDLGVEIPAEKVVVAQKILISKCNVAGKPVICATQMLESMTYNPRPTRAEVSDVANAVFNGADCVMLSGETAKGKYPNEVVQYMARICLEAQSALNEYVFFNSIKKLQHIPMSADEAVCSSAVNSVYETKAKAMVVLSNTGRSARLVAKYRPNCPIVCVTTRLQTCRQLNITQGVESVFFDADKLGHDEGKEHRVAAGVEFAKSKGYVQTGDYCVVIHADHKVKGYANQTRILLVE
#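 Screened at intermediate enzyme activity to detect both inhibitors and activators: LmPK at 0.1 nM, with a 0.5 nM enzyme column as activation reference. PEP 0.5 mM, ADP 0.1 mM; ATP detected by luminescence after 1 h.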
# Active calls of the source: *; ? = inconclusive; / = no result given; & = joins results of further samples; [ ] = remark or other dose. Unless noted, calls come from the whole dose curve; as a rule, active = well fitted curve in the direction sought with a large enough effect; inconclusive = small, poorly fitted or top-dose-only effect, or another doubt; inactive = no such curve, though single readings can be large; an effect the other way counts as inactive or inconclusive.
SMILES,AmpC no deterg,Shiga inhibitor,TbPYK inhibitor,Cycloheximide cs,Pf growth 48h,Pf growth 96h,LmPK inh
COc1cccc(-n2nc(C(=O)NCC3CCCO3)c3ccccc3c2=O)c1 (stereo not drawn),0%,-2,-8%,1,-16%,3.7µM*,0%
CCOc1cc(C)nc(NCc2ccccc2)n1,-17%,-8,3%,-5,/,?,1%
CCCCN(C)CCCNC(=O)c1ccc2c(c1)N(CC)C(=O)c1ccccc1S2=O (stereo not drawn),-7%,-8,2%,10,-14%,42%[activator],2%
Cc1cccc(OCC(=O)NC(Cc2c[nH]c3ccccc23)C(=O)O)c1C (stereo not drawn),-28%,-27,-4%&-20%,-2,?,22%,2%
CCn1c(=S)[nH]c2c(c1=O)C(C)(C)Cc1ccccc1-2,-38%,-4,-12%,-6,47%[activator],27%,0%
Cc1c(C(=O)NC2CCCc3ccccc32)oc2ccc(S(=O)(=O)N3CCCC3)cc12 (stereo not drawn),-31%,-9,?,-2,?,/,2%
O=C(CSc1n[nH]c(=O)n1C1CC1)Nc1cc(Cl)ccc1Oc1ccccc1,14%,-5,3%,-3,?,?,6%
C[C@@H](O)[C@H]1C(=O)N2C(C(=O)O)=C(S[C@@H]3CN[C@H](CNS(N)(=O)=O)C3)[C@H](C)[C@H]12,/,/,3%,/,16%,23%,/
O=C(CSc1nnc(CNc2ccc(F)cc2)o1)N1CCN(C(=O)c2ccco2)CC1,-2%,-16,-12%,-5,-11%,?,0%
COCCn1c(N)c(Sc2ccc([N+](=O)[O-])cc2)c(=O)[nH]c1=O,3%[2.29 µM],-24,0%,-4,-32%[5.75 µM],-35%[5.75 µM],-1%
CC(Oc1ccc2c(-c3ccccc3)cc(=O)oc2c1)C(=O)O (stereo not drawn),-10%,-9,1%,-5,31%,35%[activator],2%
COC(=O)c1sccc1NC(=O)c1ccc(Cl)s1,-7%,-11,2%,-1,13%,/,8%
CCN1CCN(c2nc3c(c(=O)[nH]2)CCC3)CC1,-18%,-6,10%,-2,-10%,8%,1%
Cc1cccc(C(=O)NNC(=O)C2CCCO2)c1 (stereo not drawn),-2%,-13,-11%,-4,24%,?,-6%
CC(C)N(Cc1ccccc1)C(=O)CN1C(=O)NC2(CCCc3ccccc32)C1=O (stereo not drawn),61%[activator],-3,2%,-1,?,-21%,3%
Cc1ccc(S(=O)(=O)Nc2nc3ccccc3nc2Nc2cccc(S(=O)(=O)N3CCCC3)c2)cc1,-47%,-3,1%,-3,?,?,4%
COc1ccc(NC(=O)CN(c2cccc(C(F)(F)F)c2)S(C)(=O)=O)cc1OC,-2%,-2,0%,-2,-21%,/,-1%
CN(Cc1c(F)cccc1Cl)C(=O)C1CC(=O)N(CCc2ccccc2)C1 (stereo not drawn),62%[activator],19,0%,10,-13%,0%,-4%
O=C(COc1ccc(S(=O)(=O)NC2CCCCC2)cc1)NCc1cccnc1,/,4,0%,1,-21%,-9%,2%
O=C(CC1Nc2ccccc2NC1=O)NCCCN1CCCCCC1 (stereo not drawn),42%,4,0%,5,27%,?,-4%
Cn1nccc1NC(=O)Nc1cccc(Cl)c1,-25%,-1,-3%,-2,-3%,-3%,0%
COC(=O)C1=C(C)N(Cc2ccco2)C(=O)N[C@H]1c1ccc(Br)cc1,-38%,-12,/,-2,?,?,4%
O=C(c1cc(S(=O)(=O)NCc2ccco2)ccc1Br)N1CCOCC1,-13%,/,4%,/,-27%,?,/
Cc1ccc(C(=O)C(C)OC(=O)CNS(=O)(=O)c2ccc(C)cc2)cc1 (stereo not drawn),-14%,/,0%,/,3%,38%[activator],/
CCc1c(C)nc2c(C#N)c[nH]n2c1=O,-10%,-9,-1%,-4,-2%,0.52µM*,-1%

# Following part:
SMILES,AmpC no deterg,Shiga inhibitor,TbPYK inhibitor,Cycloheximide cs,Pf growth 48h,Pf growth 96h,LmPK inh
O=C(O)/C=C\C(=O)Nc1ccc(Oc2ccccc2)cc1,-15%,-16,0%,1,-2%,-35%,-3%
Cc1cccc(C(=O)N[C@H](C(=O)Nc2cc(S(=O)(=O)N3CCCCC3)ccc2C)C(C)C)c1,-16%,-6,-3%,0,?,?,2%
CC(=O)NC1=NN(c2ccccc2)C(=O)C1,-2%,-6,4%,2,4%,66%[activator],-6%
CCN1CCc2c(sc(NC(=O)c3ccc(S(=O)(=O)N(C)c4ccccc4)cc3)c2C(=O)NC)C1,159%[activator],-7,-8%,-2,2.1µM*,1.5µM*,2%
Cc1cccc2c(C(=O)O)c3c(nc12)CCCCC3,-18%,-4,0%,-3,3%,/,5%
COc1ccc2sc3ccccc3c(=O)c2c1OC,-10%,71*,-2%,34*,122%[activator],56%[activator],-2%
Cc1cccc(C)c1OCCCCc1c(C)n[nH]c1C,/,29,1%,-2,-28%,15%,4%
CC(C)CNC(=O)NC(=O)COC(=O)COc1ccc(Cl)cc1Cl,-3%,-12,10%,1,44%[activator],52%[activator],10%
CC(C)(C)n1ncc2c(=O)n(Cc3ccc(Cl)cc3)cnc21,-44%,34,13%,11,18%,?,-2%
O=[N+]([O-])c1cccc(CNC2CCCCCC2)c1,-17%,-6,0%,-4,-5%,18%,1%
COc1ccc(OC)c(NC(=O)CCNS(=O)(=O)c2cccs2)c1,-12%,11,-13%,-2,-6%,-3%,0%
CCCCN(C(=O)CSc1nnc(-c2ccccc2)n1C)c1c(N)n(Cc2ccccc2)c(=O)[nH]c1=O,164%[activator],-3,-12%,-3,-17%,?,-2%
O=C(NCc1cccs1)C(NS(=O)(=O)c1cccc2nsnc12)c1ccccc1 (stereo not drawn),40%,-12,-16%,-4,?,?,2%
CC1S/C(=N/N=C2CCC(C(C)(C)C)CC2)NC1=O (stereo not drawn),-22%,25,1%,26*,0%,13%,-1%
Clc1ccc2c(c1)C1OCCC1C(c1ccco1)N2 (stereo not drawn),-16%,66*,-22%,26*,93%[activator],-1%[5.75 µM],?
CC(C)(CC(=O)O)CC(=O)NNc1ncccc1C#N,-1%,-5,-7%,-1,4.1µM*,-12%,-1%
CC1=C(C(=O)Nc2ccccc2)C(c2ccco2)C(C#N)=C(SCC(=O)Nc2cccc(C)c2C)N1 (stereo not drawn),-23%,27,-9%,1,2.6µM*,?,6%
Cc1ccc(-c2nn3c(C)nnc3s2)cc1NC(=O)c1cccs1,6%,14,-11%,1,?,/,3%
COc1ccc(CCNC(=O)C2CCN(C(=O)c3ccc(F)cc3)CC2)cc1OC,2%,19,-2%,1,-12%,145%[activator],0%
CCCC[N+]12CCC(CC1)C(=C(c1ccccc1)c1ccccc1)C2,9%,-5,?,-3,1.3µM*,0.74µM*,-4%
CCN(CC)C(=O)c1ccccc1NS(=O)(=O)c1ccc(C)cc1,-2%,-10,-2%,-4,-13%,/,-3%
CCn1c(C)nc2cc(NC(=O)Nc3cccc(C(C)=O)c3)ccc21,-9%,46,-2%,21*,-8%[0.00184 µM],-5%,0%
Cc1nnc(NC(=O)CCCOc2ccccc2)s1,-58%,-8,-1%,-4,1%,/,1%
NS(=O)(=O)c1ccc(NC(=O)/C=C/c2cccc(Cl)c2)cc1,-31%,36,1%,12,-7%,22%,1%
COCCNC(=O)CCC1CCN(Cc2cccc(Oc3ccccc3)c2)CC1,50%,-11,6%,-2,3%,?,-5%

# (listing goes on)
SMILES,AmpC no deterg,Shiga inhibitor,TbPYK inhibitor,Cycloheximide cs,Pf growth 48h,Pf growth 96h,LmPK inh
COc1ccc(-n2c(COc3cccc4ccccc34)nnc2SC(C)C(=O)O)cc1 (stereo not drawn),-4%,-9,-1%,-1,15%,?,2%
CCCCc1cc2c(c(NC(=O)CC)n1)c(=O)oc1ccccc12,-19%,-9,-1%,6,24%,?,4%
O=C(Nc1ccn(Cc2ccc(Cl)cc2)n1)c1ccccc1,-23%,90*,-1%,21*,180%[activator],45%[activator][5.75 µM],3%
COC(=O)C1=CN(CC2CCCO2)C=C(C(=O)OC)C1c1cc(OC)c(OC)c(OC)c1 (stereo not drawn),/,-18,/,-2,?,4.1µM*,0%
CC(CN1CCOCC1)OC(=O)c1cccc(Br)c1 (stereo not drawn),-5%,21,-10%,-2,/,-22%,1%
CCCOc1ccc(-c2c(=O)n(OCc3ccc([N+](=O)[O-])cc3)c3ccccc3[n+]2[O-])cc1,-13%,29,5%,-6,13%,?,-2%
Cc1cc(C(=O)CSc2nc3ccccc3[nH]2)c(C)n1CC1CCCO1 (stereo not drawn),-33%,90,-3%,21,290%[activator],-23%,-4%
O=S(=O)(NCCC1=CCCCC1)c1cccc(Br)c1,-24%,/,-6%,/,-10%,25%,/
OCC1OC(Oc2c[nH]c3ccccc23)C(O)C(O)C1O (stereo not drawn),-14%,/,1%,/,?,15%,/
O=C(O)c1ccc(Oc2cccc([N+](=O)[O-])c2)cc1C(=O)O,-8%,2,-5%,-1,16%,132%[activator],-1%
Cc1ccc(N(C(=O)CNC(=O)c2ccco2)C(C(=O)NC2CCCC2)c2cccnc2)cc1C (stereo not drawn),24%,-4,7%,-4,4%,/,1%
CC(/C=C/c1ccco1)=N/NC(=O)CNc1ccccc1C,-14%,-8,2%,-2,-10%,?,-3%
CN1CCN(C(=O)CSc2cc(=O)n(C)c3ccccc23)CC1,-21%,9,4%,3,-2%,-11%,-5%
COc1ccc(C(=O)N=c2sc3c(C)ccc(OC)c3n2C)cc1OC,-2%,27,1%,12,-15%,-5%,-12%
Cc1ccc2[nH]c(=O)c(N3CCOCC3)c(-c3ccccc3)c2c1,-7%,-8,6%,-2,-2%,3%,2%
CCC(C)n1c(=O)c(C(=O)Nc2ccccc2S(N)(=O)=O)c(O)c2ccccc21 (stereo not drawn),-54%,8,-4%,1,2%,9.3µM*,1%
CC(C)(C)OC(=O)N1CCC(C(=O)N[C@@H](Cc2ccccc2)C(=O)O)(c2ccccc2)CC1,4%,-2,6%,-4,-11%,-21%,3%
O=C(C/C=N/OCc1ccc(Cl)cc1)c1cnc(-c2ccccc2)s1,-53%,31,-5%,-3,0%,42%[activator],1%
CCc1nc2ccccc2n1CC(O)COc1ccc(NC(C)=O)cc1 (stereo not drawn),-19%,10,1%,-3,?,35%[activator],4%

# One compound at a time, from the list above. Order of screens: AmpC no deterg | Shiga inhibitor | TbPYK inhibitor | Cycloheximide cs | Pf growth 48h | Pf growth 96h | LmPK inh
# Profile of O=C(NCc1cccs1)C(NS(=O)(=O)c1cccc2nsnc12)c1ccccc1 (stereo not drawn) = 40% | -12 | -16% | -4 | ? | ? | 2%
# Profile of Cc1ccc2[nH]c(=O)c(N3CCOCC3)c(-c3ccccc3)c2c1 = -7% | -8 | 6% | -2 | -2% | 3% | 2%
# Profile of NS(=O)(=O)c1ccc(NC(=O)/C=C/c2cccc(Cl)c2)cc1 = -31% | 36 | 1% | 12 | -7% | 22% | 1%
# Profile of O=C(O)/C=C\C(=O)Nc1ccc(Oc2ccccc2)cc1 = -15% | -16 | 0% | 1 | -2% | -35% | -3%
# Profile of CCCCN(C(=O)CSc1nnc(-c2ccccc2)n1C)c1c(N)n(Cc2ccccc2)c(=O)[nH]c1=O = 164%[activator] | -3 | -12% | -3 | -17% | ? | -2%

# Screens as filed in PubChem BioAssay.
